# CHT block = inhibitors of human choline transporter CHT; B-score at 10 µM; CHT-expressing cells, membrane potential dye, choline response; active compounds read low; actives 0.86% (n = 310,000);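 active = B-score over 3 SD under the library average, and starting fluorescence ratio not unusually high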;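 also: choline stimulus applied at its EC90 after an EC20 pre-addition; B-score computed on integrated fluorescence ratio after choline addition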
# KCNQ2 inh = KCNQ2 channel blockers in CHO-K1 cells – cell-based, FluxOR thallium flux, B-score, primary screen (AID 2156). actives 1.1% (n = 310,000). 20 min; active compounds read low. B-score at 10 µM;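 active = fluorescence ratio B-score at most minus 3 library SDs, with starting brightness B-score within 2 library SDs, cut at about -5.5 in these data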
# Target sequence (O88943 whole entry, looked up): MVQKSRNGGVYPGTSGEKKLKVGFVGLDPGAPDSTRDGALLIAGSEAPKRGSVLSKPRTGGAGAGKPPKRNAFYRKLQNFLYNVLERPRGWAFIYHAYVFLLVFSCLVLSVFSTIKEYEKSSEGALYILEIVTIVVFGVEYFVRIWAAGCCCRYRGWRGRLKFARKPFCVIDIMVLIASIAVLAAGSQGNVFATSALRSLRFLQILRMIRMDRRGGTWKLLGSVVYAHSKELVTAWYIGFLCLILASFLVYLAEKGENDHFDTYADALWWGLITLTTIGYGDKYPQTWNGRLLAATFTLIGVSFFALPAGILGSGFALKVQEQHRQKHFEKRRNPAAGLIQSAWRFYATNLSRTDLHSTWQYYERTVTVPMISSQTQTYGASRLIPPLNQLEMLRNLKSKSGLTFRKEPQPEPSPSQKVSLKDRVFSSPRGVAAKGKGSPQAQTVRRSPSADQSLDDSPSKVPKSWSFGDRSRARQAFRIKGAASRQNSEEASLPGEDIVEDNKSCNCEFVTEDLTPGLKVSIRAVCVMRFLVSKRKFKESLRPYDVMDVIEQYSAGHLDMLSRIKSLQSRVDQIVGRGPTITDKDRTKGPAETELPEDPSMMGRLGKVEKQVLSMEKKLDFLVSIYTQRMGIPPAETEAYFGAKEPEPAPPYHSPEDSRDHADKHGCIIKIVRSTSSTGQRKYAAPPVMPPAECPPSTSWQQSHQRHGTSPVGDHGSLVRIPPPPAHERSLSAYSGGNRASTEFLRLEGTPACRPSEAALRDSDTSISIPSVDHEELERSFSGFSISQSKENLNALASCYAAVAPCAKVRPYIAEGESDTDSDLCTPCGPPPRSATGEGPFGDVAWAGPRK
# * marks the source's active call; other numbers are inactive results; i = inactive; . = not tested or not shown. Rows were taken by chance. About 1.9% of those tested had a hit in this group.
SMILES,CHT block,KCNQ2 inh
CCOc1c(C=C(C#N)C#N)c2ccccc2n1CC,i,i
COc1cccc(C(C(=O)NC2CCCCC2)N(C(=O)Cc2cccs2)c2ccc(-n3cnnn3)c(OC)c2)c1 (configuration not stated),i,i
Nc1cc(C(=O)OCC(=O)NCCCc2ccccc2)ccc1Cl,i,i
Nc1nc(SCC(=O)N2N=C(c3ccc(Cl)cc3)CC2c2ccco2)n[nH]1 (configuration not stated),i,i
COc1ccc(NC(=S)N(CCCN2CCOCC2)Cc2cn(C)c3ccccc23)cc1,i,i
CC(=O)c1cccc(Nc2c([N+](=O)[O-])c(=O)oc3ccccc23)c1,i,i
CC1(C)CCc2cc(-c3ccn(S(=O)(=O)c4ccccc4Cl)n3)ccc2O1,i,i
O=C(CCC(=O)OCc1cccc([N+](=O)[O-])c1)Nc1ccccc1Cl,i,i
CCc1nc(SCc2ccc(OC)c(Br)c2)n[nH]1,i,i
FC(F)(F)COc1cc(-c2nnc(SCc3ccccc3)n2Cc2ccco2)cc(OCC(F)(F)F)n1,i,i
CCN(CC)C(=N)N1c2ccccc2CCC1C (configuration not stated),i,i
Brc1ccc(-c2nnc(-c3cccnc3)c3conc23)cc1,i,i
FC(F)(F)Oc1ccccc1-c1nnc(-c2cccc(C(F)(F)F)c2)o1,i,i
CCOc1ccc(N2CC(C(=O)Nc3cc(C)on3)CC2=O)cc1 (configuration not stated),i,i
CC(C)(CO)NCC(=O)Nc1cc(C(F)(F)F)cc(NC(=O)CNC(C)(C)CO)c1Cl,i,i
COc1ccc(C(=O)NCCC2=CCCCC2)cc1S(=O)(=O)N1CCOCC1,i,i
Cc1ccc(S(=O)(=O)N2CCC(C(=O)Nc3nnc(C4CCCC4)s3)CC2)cc1,i,i
CCc1nnc(NC(=O)CSc2nc3[nH]ncc3c(=O)[nH]2)s1,i,i
CC(C)Oc1cccc(C(=O)NC(=S)N2CCN(c3ccc(C(F)(F)F)cc3[N+](=O)[O-])CC2)c1,i,i
Cc1ccc(C(=O)NCCN2C3=NC[C@H](Cc4ccc(O)cc4)N3C[C@H]2Cc2ccc(O)cc2)cc1Br,i,i
O=C(NCCCCNC(=O)c1ccco1)c1ccco1,i,i
O=C(Nc1cccc(S(=O)(=O)N2CCOCC2)c1)[C@@H]1CCCN1S(=O)(=O)c1ccc(Cl)cc1,i,i
COc1ccc2[nH]c(C(=O)O)c(NS(=O)(=O)c3ccc(OC)c(OC)c3)c2c1,i,i
Cc1cccc2nc(CSc3ncccc3C(=O)O)cn12,i,i
Cc1cc(C)c2cc(C#N)c(N3CCCN(S(=O)(=O)c4ccccc4)CC3)nc2c1,i,i
COc1ccc(N2CCN(C(=O)c3ccc(CS(=O)c4cccc(C)c4)o3)CC2)cc1 (configuration not stated),i,i
Cc1ccccc1-c1nnc(SCCOc2ccc3c(C)cc(=O)oc3c2)o1,i,i
COc1ccc(C(CC(=O)N2CCCC(C)C2)c2c(O)cc(OC)cc2OC)cc1 (configuration not stated),i,i
CC(Sc1n[nH]c(N)n1)C(=O)Nc1ccccc1-c1ccccc1 (configuration not stated),i,i
COc1ccc(S(=O)(=O)N2CCN(CC(=O)Nc3ccccc3Cl)CC2)cc1,i,i
CCCCc1nc(SCC(=O)Nc2ncccn2)n[nH]1,i,i
CCOc1ccc(-c2cc(C(=O)N3CCCC3)c3ccccc3n2)cc1,i,i
Cc1ccc(NC(=O)CSc2nc(O)cc(=O)n2C)cc1,i,i
Cc1ccc(CS(=O)Cc2ccc(C(=O)NC3CCCC(C)C3C)o2)cc1 (configuration not stated),-9.7*,i
Cc1ccc(C(C(=O)NC2CCCC2)N(C(=O)CCC(=O)Nc2cc(C)on2)c2ccccc2)cc1 (configuration not stated),i,i
CCC1(CC)NC(=O)N(CC(=O)OC(C)C(=O)Nc2ccc(Cl)cn2)C1=O (configuration not stated),i,i
O=C(CSc1n[nH]c(=O)[nH]c1=O)c1ccc([N+](=O)[O-])cc1,i,i
COc1cc(OC)c(OC)cc1CNc1nnnn1C,i,i
CCNc1nc(SCC(=O)Nc2ccc(Cl)c(Cl)c2)nc(N2CCOCC2)n1,i,i
Cc1ccc(Cn2c(SCCN3CCCCC3)nc3c2c(=O)n(C)c(=O)n3C)cc1,i,i
CCOC(=O)N1CCC(NC(=O)c2ccc3c(c2)N=C(C)c2c(C)ccc(C)c2S3)CC1,i,i
O=C(/C=C/c1ccccc1)NCCSCc1ccc(Cl)cc1,i,i
Cc1cc(C)nc(SCCn2c(N3CCCCC3)nc3c2c(=O)n(C)c(=O)n3C)n1,i,i
O=C(COC(=O)c1cc(Cl)ccc1O)NCCC1=CCCCC1,i,i
COc1ccc2[nH]c(C)c(C(=O)CN3CCN(C(=O)c4ccco4)CC3)c2c1,i,i
CCN(c1ccccc1)S(=O)(=O)c1ccc(Cl)c(NC(=O)CN2C(=O)NC3(CCCC3)C2=O)c1,i,i
CC(CCc1ccccc1)NC(=S)NC1CCCCC1 (configuration not stated),i,i
COc1ccc(CC2(CO)CCN(Cc3cnn(-c4ccccc4OC)c3)CC2)cc1,i,i
Oc1[nH]c2ccc(Br)cc2c1N=NC(=S)Nc1ccc(F)cc1,i,i
CCN1CCN(CCNC(=O)c2ccc3nc(-c4cccc(C)c4)c(-c4cccc(C)c4)nc3c2)CC1,-8.7*,i
CNC(=O)C(=O)NCC(c1cccs1)S(=O)(=O)c1ccc(F)cc1 (configuration not stated),i,i
CCOc1ccc(/C=C\C(C)=N\O)cc1,i,i
CC(Oc1ccc(F)cc1)C(=O)Nc1sc2c(c1C(=O)NCc1cccnc1)CCCC2 (configuration not stated),i,i
C[n+]1ccc(C(=O)NCCC[N+](C)(C)C)cc1/C=N/O,i,i
Cc1cccc([N+](=O)[O-])c1NC(=O)CN(Cc1ccccc1)Cc1ccccc1,i,i
CCOC(=O)C1(Cc2cccc(OC)c2)CCCN(C(=O)CCSC)C1 (configuration not stated),i,i
O=C(/C=C/c1ccccc1)NCC(=O)N/N=C/c1ccccc1[N+](=O)[O-],i,i
CC1(C)CC2(CCO1)N1CC3(C)CN2CC(C)(C1)C3=O (configuration not stated),i,i
CC(C)OC(=O)CSc1nnc(CNc2cccc(Cl)c2)n1C,i,i
O=C(CCc1ccc(F)c(F)c1)NC1CCCN(Cc2ccc(Cl)cc2)C1 (configuration not stated),i,i

# The last 4 records of the part before are carried over, then new ones follow:
SMILES,CHT block,KCNQ2 inh
O=C(/C=C/c1ccccc1)NCC(=O)N/N=C/c1ccccc1[N+](=O)[O-],i,i
CC1(C)CC2(CCO1)N1CC3(C)CN2CC(C)(C1)C3=O (configuration not stated),i,i
CC(C)OC(=O)CSc1nnc(CNc2cccc(Cl)c2)n1C,i,i
O=C(CCc1ccc(F)c(F)c1)NC1CCCN(Cc2ccc(Cl)cc2)C1 (configuration not stated),i,i
CCNS(=O)(=O)c1ccc(C)c(-n2cnnn2)c1C,i,i
COCC(=O)N(Cc1cc2cc(C)ccc2[nH]c1=O)c1cccc(C)c1C,i,i
CCc1nnc(NC(=O)[C@@H](NC(=O)c2cccc(C)c2)C(C)C)s1,i,i
CCCCc1n[nH]c2c1/C(=N/O)CC(c1ccccc1)C2 (configuration not stated),i,i
Cc1cc(C)n(C(=O)c2cccc([N+](=O)[O-])c2C)n1,i,i
O=C1CSC(c2cccc([N+](=O)[O-])c2)N1Cc1ccccc1 (configuration not stated),i,i
Cc1cc(C(=O)NC2CCCc3c2cnn3-c2ccc(C)c(C)c2)n(C)n1 (configuration not stated),i,i
Cc1ccc(CNC(=O)CCNC(=O)Cn2ccc3ccccc3c2=O)o1,i,i
O=c1[nH][nH]c(=O)c2cc(N3CCCC3)ccc12,i,i
Cc1ccc(C(=O)NC2CCN(Cc3ccccc3)CC2)cc1S(=O)(=O)N1CCOCC1,i,i
O=C(COc1ccccc1)NCC(=O)N/N=C/c1ccccc1,i,i
CC(=O)NC(c1ccccc1)c1cc(Cl)c2cccnc2c1O (configuration not stated),i,i
Cc1oc(-c2ccccc2)nc1C(=O)OCC(=O)NC(=O)NCC(C)C,i,i
Cc1cc(NC(=O)c2cncc(Br)c2)no1,i,i
Cc1ccc(NC(=O)CN(C)C(=O)c2ccc(C(F)(F)F)cc2)cc1,i,i
Cc1ccc(S(=O)(=O)N2CCOCC2)cc1C(=O)N(C)CCOc1ccc(Cl)cc1,i,i
Cc1cc(Br)c2c(c1)C1(OCCO1)C(=O)N2,i,i
Nc1ncnc(N(c2ccccc2)C2CCCCC2)c1[N+](=O)[O-],i,i
O=C(Nc1nc(-c2cc(Cl)sc2Cl)cs1)c1cccs1,i,i
CCOc1ccc(OCC)c(NC(=O)CCn2cccc2)c1,i,i
COc1ccccc1CNC(=O)c1cccc(N(C)C)c1,i,i
Cc1cc2oc(=O)cc(C)c2cc1NC(=O)CCl,i,i
CC(CCc1ccccc1)NC(=O)C1CCCN(c2nnc(-n3cccc3)s2)C1 (configuration not stated),i,i
COc1ccc(-c2cc(-c3ccccc3)n[nH]2)c(O)c1,i,i
O=C(/C=C/c1ccccc1[N+](=O)[O-])NCc1cccnc1,i,i
COc1ccc(CNC(=O)c2ccc(Cn3cc(Br)cn3)o2)cc1,i,i
COc1ccc2c(COC(=O)CC3Sc4ccccc4NC3=O)cc(=O)oc2c1 (configuration not stated),i,i
Cc1cc(C)nc(Nc2ccc(Br)cc2C(=O)O)n1,i,i
CCCOc1ccc(C(=O)NC(=S)NNC(=O)c2c(-c3ccccc3)noc2C)cc1,-12*,i
Cn1nnnc1SCC(=O)N1CCN(c2ccccc2)CC1,i,i
COc1ccc(Cc2nnc(SCC(=O)Nc3ncc(C)s3)o2)cc1,i,i
CCNC(=S)N1CCN(c2cccc(C(F)(F)F)c2)CC1,i,i
CC(C)(Oc1ccc(Cl)cc1)C(=O)NC1CC1,i,i
COc1ccc(Cn2c(C(C)C)nc3sc4ccccc4c(=O)c3c2=O)cc1,i,i
Cc1ccccc1N1CC(C(=O)Nc2ccc(S(=O)(=O)N3CCCC3)cc2)CC1=O (configuration not stated),i,i
CN(CC(=O)N1CC(=O)N(CCc2ccccc2)C(=O)C1)S(=O)(=O)c1cccc2nsnc12,i,i
Cc1cc(C)n(-c2cc(-c3ccccc3)nc(C)n2)n1,i,i
COCCN1CN(S(=O)(=O)c2cccc(Cl)c2)c2nc3ccccc3nc21,i,i
COc1ccc(-c2cccc(NS(=O)(=O)c3ccc([N+](=O)[O-])cc3)c2)nn1,i,i
COc1ccccc1Nc1nn2c(=O)c3ccc(C(=O)N4CCCCC4)cc3nc2s1,i,i
CC(=O)Nc1ccc(C(=O)NNC(=O)c2ccc(Cl)cc2Cl)cc1,i,i
CC1CCN(S(=O)(=O)c2ccc(C(=O)Nc3ccccn3)cc2)CC1,i,i
Cc1cc(C)nc(N/N=C/c2cc(C)n(CC(F)(F)F)c2C)n1,i,i
C=CCn1c(Br)nc2c1c(=O)[nH]c(=O)n2C,i,i
O=C1C(CCS(=O)c2ccccc2)C(=O)N(c2ccccc2)N1c1ccccc1 (configuration not stated),i,i
CC(=O)n1c(-c2ccccc2)c(-c2ccccc2)n(C)c1=O,i,i
O=C1NC2(CCCCCC2)N=C1c1ccc(F)cc1,i,i
COC(=O)C1CCN(c2ccc(Cl)nn2)CC1,i,i
COC/C=C/C1=CC2=CC(=O)C(C)(OC(=O)c3cnc4ccccc4n3)C(=O)C2=CN1c1ccccc1 (configuration not stated),i,i
O=C(OCc1cc2ccccc2[nH]c1=O)c1ccncc1,i,i
CCOC(=O)c1ccc(NC(=S)NN2CCN(C)CC2)cc1,i,i
COCC(=O)N1CCC(Oc2ccc(C(=O)NC(C)c3nc(C)sc3C)cc2)CC1 (configuration not stated),i,i
O=C(c1cccc(C(F)(F)F)c1)N1CCCCCC1,i,i
O=C1c2cccnc2C(=O)N1C1CCCCC1,i,i
O=C(CCC1CCCN(C(=O)Cn2cnnn2)C1)NCc1ccc(F)c(F)c1 (configuration not stated),i,i
CCOc1ccc(C(=O)Nc2ccc(Cc3ccncc3)cc2)cc1Br,i,i
COc1cc2c(cc1OC)C(c1ccccc1)N(C(=O)C(C)(C)C)CC2 (configuration not stated),.,i
O=C(NC1CCCCC1)C1CCCN(S(=O)(=O)c2cnc[nH]2)C1 (configuration not stated),i,i
CCN(CC(=O)Nc1ccc(Cl)c(C(F)(F)F)c1)CC(=O)NC1CCS(=O)(=O)C1 (configuration not stated),i,i
CN1CCN(S(=O)(=O)c2cc(C(F)(F)F)ccc2Cl)CC1,i,i

# Part of the list above, as labelled records.
Compound: O=C1NC2(CCCCCC2)N=C1c1ccc(F)cc1
  CHT block = i
  KCNQ2 inh = i
Compound: COC(=O)C1CCN(c2ccc(Cl)nn2)CC1
  CHT block = i
  KCNQ2 inh = i

# Back to the main list, repeating the 6 entries before the break.
SMILES,CHT block,KCNQ2 inh
O=C(CCC1CCCN(C(=O)Cn2cnnn2)C1)NCc1ccc(F)c(F)c1 (configuration not stated),i,i
CCOc1ccc(C(=O)Nc2ccc(Cc3ccncc3)cc2)cc1Br,i,i
COc1cc2c(cc1OC)C(c1ccccc1)N(C(=O)C(C)(C)C)CC2 (configuration not stated),.,i
O=C(NC1CCCCC1)C1CCCN(S(=O)(=O)c2cnc[nH]2)C1 (configuration not stated),i,i
CCN(CC(=O)Nc1ccc(Cl)c(C(F)(F)F)c1)CC(=O)NC1CCS(=O)(=O)C1 (configuration not stated),i,i
CN1CCN(S(=O)(=O)c2cc(C(F)(F)F)ccc2Cl)CC1,i,i
O=C1CCCc2c1cc(C(=O)NC1CCSC1=O)c(=O)n2-c1ccccc1 (configuration not stated),i,i
Cc1ccc(-c2cc(C(=O)n3cnc4ccccc43)c3ccccc3n2)cc1C,i,i
CCOc1ccc(C2C(C#N)=C(N)Oc3nc[nH]c(=O)c32)cc1OC (configuration not stated),i,i
COc1ccc(OC)c(N(CC(=O)N2CCc3ccccc3C2)S(C)(=O)=O)c1,i,i

# Bioassay records deposited in PubChem BioAssay by Johns Hopkins Ion Channel Center.
